TRPC4 PAM: allosterically enhances the mouse TRPC4 cation channel. Q9QUQ5. HEK293 TRPC4beta/mu-opioid, DAMGO EC20, Fluo-4 Ca2+ flux; stronger effect = higher value. B-score at 10 µM. 0.42% of 310,000 active. AID 2227;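 active = B-score of calcium response area above 5 SD of library B-scores, with initial fluorescence ratio within 5 SD of library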;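 note: B-score of integrated fluorescence ratio over time as area under calcium response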
IEC-6 cytotox: counter-screen for KLF5 inhibitors: cytotoxicity in IEC-6 cells. IEC-6 cytotoxicity, luminescence viability. inhibition, % at 5 µM. 0.78% of 290,000 active; in the data active = inhibition above about 22%;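 note: 0% = plate median of test compound wells and 100% = cytotoxic reference compound wells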
aSyn UTR inh: 5' untranslated region of α-synuclein, MLPCN primary screen; alpha-synuclein 5'UTR reporter, inhibitor activity; inhibition, % (tested at 7.5 µM); 0.82% of 300,000 active; in the data active = inhibition above about 60%;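 note: H4 neuroglioblastoma cells stably carrying SNCA 5'UTR luciferase fusion; 0% = DMSO wells and 100% = positive control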
TRPC6 activator: activates the mouse TRPC6 cation channel; HEK293-TRPC6 membrane potential dye fluorescence; stronger effect = higher value; Q61143; 0.13% of 310,000 active; B-score at 10 µM; AID 2550;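 active = B-score of the integrated fluorescence ratio above library mean plus 3 SD, and starting fluorescence ratio within library mean plus 5 SD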;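 note: higher score means more depolarization so channel activation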
TRPC6 inh: blocks the mouse TRPC6 cation channel; Q61143; HEK293-TRPC6, membrane potential dye, ACh-evoked depolarization; stronger effect = lower value; B-score at 10 µM; AID 2553; 1.1% of 310,000 active;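 active = B-score under library mean minus 3 SD, initial fluorescence not abnormally high, positive integrated signal ratio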;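 note: B-score derived from integrated fluorescence ratio over the kinetic read; more negative B-score means stronger inhibition of depolarization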
TRPC4 inh: TRPC4 (mouse) channel inhibition; AID 2247; B-score at 10 µM; 0.39% of 300,000 active; Q9QUQ5; HEK293 TRPC4beta/mu-opioid, DAMGO-evoked Fluo4 calcium flux; stronger effect = lower value;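 active = B-score over 3 SD under the library average, no early fluorescence shift, positive overall ratio signal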
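material = TRPC4beta/mu-opioid receptor HEK293 cell line | probe or stimulus = sequential submaximal and maximal DAMGO stimulation | compound dosing = one concentration per compound | measured by = Fluo4 Ca2+ flux fluorescence | evaluation = integrated fluorescence ratio relative to baseline, converted to per-well B score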
KLF5 inh: suppresses KLF5 promoter-driven expression; DLD-1 KLF5 promoter-luciferase reporter, luminescence; inhibition, % at 5 µM; 0.23% of 290,000 active;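 active = inhibition above a per-plate limit of that plate's mean compound inhibition plus 3 SD, cut at about 60% in these data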;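 note: 0% = DMSO wells and 100% = LY294002 at 200 µM; higher means less KLF5 promoter-driven luciferase light; inactives centre near -14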
TRPC4 agonist: activators of mouse TRPC4 channel; HEK293 TRPC4beta/mu-opioid, Fluo4 calcium fluorescence; stronger effect = higher value; B-score at 10 µM; AID 2237; 0.49% of 310,000 active; Q9QUQ5;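 active = B-score above 5 SD of library B-scores, and initial fluorescence ratio not above library mean plus 5 SD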;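 note: positive B-score marks a calcium rise read as TRPC4 activation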
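System: HEK293 cells stably co-expressing mouse TRPC4beta and mu-opioid receptor; Schedule: Fluo4 dye loading 45 min at room temperature, 110 s recording; Detection: Fluo4 fluorescence, kinetic; Evaluation: B-scored integrated calcium fluorescence ratio; Controls: buffer (low) and maximal DAMGO (high).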
MrgX1 antag: antagonists of human MrgX1 receptor | MRGX1-HEK293 calcium flux, Fluo-4, BAM8-22 antagonism; stronger effect = lower value | 1.3% of 310,000 active | AID 588676 | B-score at 10 µM;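 active = calcium-response B-score plate-corrected more than 3 library SD below zero, starting fluorescence within 5 deviations, no agonist response on first addition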;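 note: peak minus trough fluorescence over baseline after final BAM8-22 challenge near maximal dose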
Target sequence (Q96LB2 whole entry, looked up): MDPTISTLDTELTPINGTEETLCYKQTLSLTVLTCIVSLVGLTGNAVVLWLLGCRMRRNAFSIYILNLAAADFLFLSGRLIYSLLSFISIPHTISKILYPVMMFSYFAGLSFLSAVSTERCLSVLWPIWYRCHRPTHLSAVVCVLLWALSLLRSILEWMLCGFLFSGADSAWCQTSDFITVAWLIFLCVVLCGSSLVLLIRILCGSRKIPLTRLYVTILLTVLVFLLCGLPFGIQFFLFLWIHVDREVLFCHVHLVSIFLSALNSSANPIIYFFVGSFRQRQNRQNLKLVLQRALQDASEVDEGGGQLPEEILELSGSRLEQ
SKKanGAS inh: inhibitors of SKKanGAS S. pyogenes growth in kanamycin (SK-promoter or general growth effect); inhibition, % at 7.5 µM; BacTiter-Glo, 6 h; AID 1662; 1.3% of 300,000 active;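 active = mean replicate score, as percent of positive control median, at least 50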;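 note: strain carries kanamycin resistance gene driven by streptokinase promoter and grows in 40 µg/ml kanamycin; loss of luminescence reflects streptokinase promoter inhibition or plain growth inhibition; 0% = median of DMSO wells and 100% = positive control at its reference dose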
HIF act: HIF pathway transcriptional activation; U2OS HRE-luciferase reporter, luminescence; normalized: DMSO 0%, desferrioxamine 100%; activation, % at 7.5 µM (by protocol); 0.32% of 300,000 active; AID 1910;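 active = mean activation of at least 10% of the iron chelator positive control signal, with at least half of replicates also reaching 10%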
Active calls of the source: *; i = inactive; . = not tested or not shown.

mol	MrgX1 antag	TRPC6 inh	KLF5 inh	HIF act	TRPC4 PAM	SKKanGAS inh	TRPC6 activator	TRPC4 inh	IEC-6 cytotox	aSyn UTR inh	TRPC4 agonist
O=C(NCCC1=CCCCC1)c1cc(S(=O)(=O)N2CCOCC2)ccc1Cl	i	i	.	-0.3	i	-4	i	i	.	-1	i
CCN(CC)C(=O)Cn1cc(C(=O)C(=O)N2CCN(Cc3ccc4c(c3)OCO4)CC2)c2ccccc21	i	i	-33	-0.2	i	0	i	i	0	13	i
CCOc1ccccc1CN1CCC(O)CC1	i	i	-1	-0.3	i	6	i	i	-6	15	i
O=C(N/N=C/c1ccc(Cl)c([N+](=O)[O-])c1)c1cc(-c2ccc3c4c(cccc24)CC3)n[nH]1	i	i	-1	0.7	i	17	i	i	-3	12	i
Cc1c(C(=O)OCC[N+]2(C)CCCCC2)oc2ccccc12	i	i	-10	-0.1	i	5	i	i	-4	-16	i
CN(Cc1ccccc1)C(=O)c1ccc2c(c1)OCO2	i	i	-27	-0.3	i	-6	i	i	4	23	i
CCC(=O)Nc1nonc1-c1nc2ccccc2n1CCC(C)C	i	i	-32	0.0	i	22	i	i	4	31	i
CC(=NCCc1c(C)[nH]c2ccc(C)cc12)C1=C(O)CC(c2ccccc2)CC1=O (stereo not drawn)	i	i	-1	0.0	i	5	i	i	6	56	i
COc1ccc(/C(=C\Nc2ccc(C)c(C)c2)C(C)=O)cc1OC	i	i	-10	-0.1	i	-5	i	i	-8	18	i
CC(C)CCN1CCN(Cc2nc(-c3ccccc3)cs2)CC1CCO (stereo not drawn)	i	i	-16	-0.8	i	-10	i	i	3	0	i
COC(=O)c1ccc(N2NC(=O)/C(=C/c3cc(OC)c(O)c(OC)c3)C2=O)cc1	i	i	-8	1.3	i	0	i	i	-1	-3	i
Cc1ccccc1OCC(=O)NCCNC(=O)c1ccccn1	i	i	7	0.0	i	-8	i	i	6	3	i
COc1cccc(CN2CC(C(=O)NCCCCc3ccccn3)CCC2=O)c1 (stereo not drawn)	i	i	-24	0.0	i	8	i	i	-4	0	i
Cn1cccc1/C=C(/C#N)C(N)=S	i	i	2	0.4	i	-10	i	i	0	-7	i
COc1cc(/C=N/NC(=O)c2c(-c3ccccc3)noc2C)cc(OC)c1OC	i	i	-15	-0.4	i	-3	i	i	0	13	i
Cn1c(=O)n(Cc2ccccc2)c(=O)c2c1nc1n2CCCN1C1CCCCC1	i	i	.	-0.2	i	8	i	i	.	35	i
Cc1cccc(NC(=O)c2cc(S(=O)(=O)N3CCCCC3)c[nH]2)c1C	i	i	-18	0.1	i	1	i	i	-6	13	i
Cc1ccoc1C(=O)N1CCN(C(=O)c2occc2C)CC1	i	i	-11	0.3	i	-1	i	i	4	24	i
Cc1nc2ccc(NC(=O)NCCO)cc2s1	i	i	-13	0.6	i	-3	i	i	-3	-64	i
Cc1ccccc1COC(=O)CN1C(=O)NC2(CCCC2)C1=O	i	i	.	0.0	i	-6	i	i	.	-2	i
c1ccc(-c2ccc(C3CCCN3)cc2)cc1 (stereo not drawn)	i	i	-31	2.2	i	2	i	i	2	-39	i
c1ccc(N(c2ccccc2)c2nc(N3CCCC3)nc(-n3ccnc3)n2)cc1	i	i	-72	-0.5	i	79*	i	i	3	-5	i
CN1CCN(C(=O)CCN2C(=O)/C(=C/c3cccc(Br)c3)SC2=S)CC1	i	i	11	1.3	i	1	i	i	9	-49	i
CS(=O)(=O)c1ccc2nc(NC(=O)Nc3ccccc3F)sc2c1	i	i	-125	-15	i	0	i	i	-3	-109	i
CCn1c(SCc2ccccc2)nnc1-c1ccc(S(=O)(=O)N2CCCCC2)cc1	i	i	-24	-0.1	i	2	i	i	10	40	i

More structures follow:
mol	MrgX1 antag	TRPC6 inh	KLF5 inh	HIF act	TRPC4 PAM	SKKanGAS inh	TRPC6 activator	TRPC4 inh	IEC-6 cytotox	aSyn UTR inh	TRPC4 agonist
COc1ccc(CCNS(=O)(=O)c2ccc(Br)s2)cc1	i	i	-17	0.4	i	-1	i	i	-2	-10	i
CCC(C)c1ccc(NC(=O)C2CC3CCC2C3)cc1 (stereo not drawn)	i	i	.	2.6	i	2	i	i	.	-99	i
CC(=O)c1ccc(NC(=O)CCNS(=O)(=O)c2ccccc2F)cc1	i	i	-6	-0.3	i	5	i	i	2	-26	i
COc1ccccc1CC(=O)NN1C(=O)c2ccccc2C1=O	i	i	-10	0.5	i	-6	i	i	10	17	i
CCN(CC)CC(=O)Nc1sc(C)c(C)c1C(=O)c1ccc(C)cc1	i	i	10	-0.4	i	-5	i	i	4	21	i
Brc1ccc2nc(CSc3ncn[nH]3)cn2c1	i	i	-100	0.8	i	-2	i	i	-3	-68	i
O=C(Cn1c(=O)sc2ccccc21)Nc1ccc(O)cc1	i	i	5	-0.4	i	0	i	i	2	-54	i
CCOC(=O)c1cc(-c2ccccc2)n(CCC(=O)N2CCN(c3ccccn3)CC2)c1C	i	i	11	-0.5	i	9	i	i	-1	13	i
CCCCC1CC(CSC(=N)N)OC1=O (stereo not drawn)	i	i	-4	1.1	i	-4	i	i	-2	-18	i
COc1cccc(NC(=O)CN2C(=O)C3(OCCCO3)c3ccccc32)c1	i	i	-4	-0.4	i	0	i	i	-2	-27	i
Cc1c(N=C2NC(=O)C(CC(=O)Nc3ccc(Cl)cc3)S2)c(=O)n(-c2ccccc2)n1C (stereo not drawn)	i	i	-4	-0.4	i	-11	i	i	-2	21	i
Cc1ncc(CN2CCN(CCC(C)C)C(CCO)C2)s1 (stereo not drawn)	i	i	-5	0.3	i	6	i	i	-2	-9	i
COc1ccc(OC)c2sc(NNC(=O)COc3ccccc3)nc12	i	i	-31	-0.8	i	3	i	i	5	-60	i
Cc1ccccc1CNC(=O)CCCC(=O)n1nc(C)c2ccccc21	i	i	6	-0.2	i	-4	i	i	-2	9	i
O=[N+]([O-])c1ccccc1OCCCN1CCOCC1	i	i	-10	-0.3	i	-5	i	i	4	-38	i
CN(Cc1ccccc1)Cc1nc2c([nH]1)c(=O)n(C)c(=O)n2C	i	i	-21	-0.4	i	2	i	i	-2	2	i
CN(Cc1ccccc1)C(=O)NC1CCCCC1	i	i	-23	-0.1	i	2	i	i	4	10	i
COC(=O)C(CC(=O)c1ccc(C)cc1)n1nc(C)cc1C (stereo not drawn)	i	i	-28	0.8	i	-1	i	i	-1	0	i
OCCOCCOCCn1c2ccccc2c2ccccc21	i	i	-5	0.6	i	-4	i	i	-3	2	i
CCOC(=O)C(C)Sc1ncc(OC)c(Sc2ccc(Cl)cc2)n1 (stereo not drawn)	i	i	12	0.3	i	2	i	i	1	11	i
O=C(Nc1ccncc1)c1ccc2ncsc2c1	i	i	.	1.1	i	15	i	i	.	-5	i
O=C1CC(N2CCC(O)CC2)C(=O)N1c1ccc(Br)cc1 (stereo not drawn)	i	i	-24	-0.1	i	-7	i	i	3	3	i
OCCN(CCO)CC(O)COCCC12CC3CC(CC(C3)C1)C2 (stereo not drawn)	i	i	-31	0.1	i	-1	i	i	-8	-17	i
NC(=S)N/N=C/c1ccc(-c2cc(Cl)cc(Cl)c2)o1	i	i	-27	0.1	i	-3	i	i	0	-2	i
CC(=O)Nc1c(C(=O)O)oc2ccccc12	i	i	-4	0.4	i	1	i	i	-3	-18	i

Further records:
mol	MrgX1 antag	TRPC6 inh	KLF5 inh	HIF act	TRPC4 PAM	SKKanGAS inh	TRPC6 activator	TRPC4 inh	IEC-6 cytotox	aSyn UTR inh	TRPC4 agonist
O=c1[nH]c(C2CCCN(S(=O)(=O)c3ccccc3)C2)nc2c1nnn2Cc1ccccc1 (stereo not drawn)	i	i	-4	-0.5	i	11	i	i	-6	4	i
CCC(=O)N(c1ccc(F)cc1)C1C=CS(=O)(=O)C1 (stereo not drawn)	i	i	-11	0.2	i	-7	i	i	5	-15	i
Cc1onc(-c2ccccc2)c1C(=O)N/N=C/c1c[nH]c2ccccc12	i	i	-9	-0.4	i	-1	i	i	-3	-8	i
O=C(Cc1ccccc1F)Nc1nc2ccccc2[nH]1	i	i	-25	1.3	i	0	i	i	-7	-20	i
Cc1c(C(=O)N2CC3(CC(c4cccc(NC(=O)[C@H]5CCC(=O)N5)c4)=NO3)C[C@@H]2C(N)=O)cc([N+](=O)[O-])cc1[N+](=O)[O-] (stereo partly drawn)	i	i	.	-0.6	i	1	i	i	.	-11	i
Cc1ccc(-n2nc3c(N4CCC(C(=O)NCc5cccc(F)c5)CC4)nnc(C)c3c2C)cc1	i	i	-5	-0.5	i	4	i	i	10	32	i
COC(=O)c1ccc(CNC(=O)COC(=O)c2cc(Cl)nc(Cl)c2)cc1	i	i	-2	0.1	i	-5	i	i	-2	13	i
C=CCN(C(=O)CNS(=O)(=O)c1ccccc1)C(C(=O)NCCOC)c1ccncc1 (stereo not drawn)	i	i	-11	0.1	i	0	i	i	2	-6	i
CC(NC(=O)c1ccc2c(c1)OCO2)C(c1cccs1)N1CCOCC1 (stereo not drawn)	i	i	-12	0.1	i	-12	i	i	-4	20	i
O=C(Cc1coc2cc3c(cc12)CCC3)NCC1(N2CCCCC2)CCCCC1	i	i	2	-0.2	i	5	i	i	-1	-4	i
CC(C)NC(=O)NC(=O)CSc1ncccn1	i	i	-5	0.6	i	-1	i	i	-3	-12	i
CC(CCCC(C)(C)O)NC(=O)c1ccc(OC2CCN(C(=O)C3CC3)CC2)cc1 (stereo not drawn)	i	i	-6	0.5	i	-1	i	i	5	1	i
CCC(CC)NC(=O)c1oc2ccccc2c1COc1ccccc1	i	i	20	-0.5	i	52*	i	i	-10	27	i
Cc1ccc(CN2CCN(Cc3ccc4ncccc4c3)CC2CCO)cc1 (stereo not drawn)	i	i	10	0.0	i	3	i	i	3	-3	i
COc1ccc(NC(=O)CSC2=C(C#N)C(c3ccco3)C3=C(CCCC3=O)N2)c(OC)c1 (stereo not drawn)	i	i	-8	-7.7	i	2	i	i	-2	-17	i
Nc1nonc1-n1nnc(C(=O)N/N=C/c2ccc(Br)cc2)c1CN1CCOCC1	i	i	-15	-0.1	i	-1	i	i	-6	3	i
Cc1c(OC(C)C(=O)NCC2CCC(C(=O)O)CC2)ccc2c(-c3ccccc3)cc(=O)oc12 (stereo not drawn)	i	i	-31	0.0	i	23	i	i	12	-2	i
